IDH1 mut inh: inhibitors of IDH1 R132H reductase, primary screen, biochemical, plate reader, single point. inhibition, % at 10 µM. diaphorase/resazurin fluorescence, 60 min. Isocitrate dehydrogenase [NADP] cytoplasmic (Homo sapiens), O75874. AID 624101, 2012. actives 0.18% (n = 70,000); in the data active = inhibition above about 34%;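 also: 0% = DMSO and 100% = no enzyme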
Target sequence (O75874 whole entry R132H): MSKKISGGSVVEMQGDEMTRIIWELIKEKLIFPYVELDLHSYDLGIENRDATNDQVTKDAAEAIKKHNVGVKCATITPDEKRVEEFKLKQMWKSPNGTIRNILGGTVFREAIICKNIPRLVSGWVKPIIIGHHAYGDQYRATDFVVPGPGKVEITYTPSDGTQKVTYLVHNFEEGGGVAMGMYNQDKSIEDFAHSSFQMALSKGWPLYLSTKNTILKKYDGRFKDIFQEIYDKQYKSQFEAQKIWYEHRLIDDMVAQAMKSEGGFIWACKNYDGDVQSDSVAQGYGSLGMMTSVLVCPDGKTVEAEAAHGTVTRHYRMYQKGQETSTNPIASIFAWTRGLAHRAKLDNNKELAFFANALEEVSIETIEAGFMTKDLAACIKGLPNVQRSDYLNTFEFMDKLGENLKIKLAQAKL
EZH2 inh: EZH2/PRC2 methyltransferase inhibitors, primary screen, biochemical, DELFIA time-resolved fluorescence, single point; actives 0.35% (n = 57,000); inhibition, % at 12.5 µM; Histone-lysine N-methyltransferase EZH2 (Homo sapiens), Q15910; PRC2 H3K27 methylation, DELFIA TRF, 1 h; AID 651548, 2012;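 active = mean inhibition of replicates at least 50% and every single replicate also reaching 50%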;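 also: dimethyl H3K27 on biotinylated H3 21-44 peptide detected by antibody; plate controls were median neutral control wells for no effect and median positive control wells for full effect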
Starred values were filed as active, the others as inactive; x = not tested or not shown.

Values run as follows: IDH1 mut inh, EZH2 inh
- CC(=O)O[C@@H]1[C@@H](O)[C@H](C)O[C@@H](O[C@H]2[C@@H]3C=CO[C@@H](O[C@@H]4O[C@H](CO)[C@@H](O)[C@H](O)[C@H]4O)[C@@H]3[C@@]3(CO)O[C@@H]23)[C@@H]1OC(=O)/C=C/c1ccccc1
 : 0.4, x
- COc1cc(/C=C/CO)ccc1OC/C=C(\C)CCC=C(C)C
 : 0.2, x
- CO[C@H]1CN(C)C(=O)c2cc(NC(=O)c3cnccn3)ccc2OC[C@@H](C)N(CCc2ccccc2)C[C@H]1C
 : -0.2, 5
- C[C@H](CO)N1C[C@H](C)[C@@H](CN(C)C(=O)CC2CC2)Oc2cc(C#C[C@@H](C)O)ccc2S1(=O)=O
 : -0.3, -6
- C[C@H]1CN([C@@H](C)CO)C(=O)Cc2cc(NC(=O)C3CCCCC3)ccc2O[C@H]1CN(C)Cc1ccc(C(F)(F)F)cc1
 : 1.1, x
- Cc1noc(C)c1S(=O)(=O)Nc1cccc2c1O[C@H](CN(C)C(=O)NC1CCCCC1)[C@H](C)CN([C@@H](C)CO)C2=O
 : 1.6, x
- COCC(=O)Nc1ccc2c(c1)C(=O)N(C)C[C@H](OC)[C@H](C)CN(C(=O)C1CCCC1)[C@H](C)CO2
 : 0.3, -5
- Cc1nc(SCc2cccc(C(=O)O)c2)nc2c1CCCC2
 : -0.4, 11
- COCC#Cc1ccc2c(c1)O[C@H](CN(C)S(=O)(=O)c1ccc(C)cc1)[C@H](C)CN([C@H](C)CO)S2(=O)=O
 : -1.4, -23
- C[C@H](CO)N1C[C@H](C)[C@@H](CN(C)S(C)(=O)=O)Oc2cc(-c3cccc(F)c3)ccc2S1(=O)=O
 : -1.7, x
- COc1ccccc1CCNC(=O)c1cnn2c(C(F)F)cc(C)nc12
 : 0.1, 2
- COCC(=O)Nc1ccc2c(c1)OC[C@H](C)N(C(=O)COC)C[C@@H](C)[C@@H](OC)CN(C)C2=O
 : 0.0, -7
- C/C=C/c1ccc2c(c1)O[C@H](CN(C)C(=O)Cc1cccnc1)[C@@H](C)CN([C@@H](C)CO)S2(=O)=O
 : 1.8, 0
- O=C(CSc1ccc2ccccc2n1)c1ccc2c(c1)OCCO2
 : 0.2, 9
- C[C@@H]1CN([C@@H](C)CO)C(=O)CCCn2cc(nn2)CO[C@H]1CN(C)Cc1ccc2c(c1)OCCN2C
 : -0.9, 0

Rewritten field by field: entries from further up
Cc1noc(C)c1S(=O)(=O)Nc1cccc2c1O[C@H](CN(C)C(=O)NC1CCCCC1)[C@H](C)CN([C@@H](C)CO)C2=O
- IDH1 mut inh: 1.6
- EZH2 inh: x
COCC(=O)Nc1ccc2c(c1)C(=O)N(C)C[C@H](OC)[C@H](C)CN(C(=O)C1CCCC1)[C@H](C)CO2
- IDH1 mut inh: 0.3
- EZH2 inh: -5

(listing goes on)
Values run as follows: IDH1 mut inh, EZH2 inh
- Cc1c(O)ccc(-c2[nH]ncc2-c2nncn2-c2ccccc2)c1O
 : 9.0, 10
- NCC[C@H]1CC[C@@H](NC(=O)Nc2ccc(F)cc2)[C@H](CO)O1
 : 0.1, -3
- CO[C@H]1CN(C)C(=O)c2cc(NC(=O)C3CC3)ccc2OC[C@H](C)N(Cc2cc(F)ccc2F)C[C@@H]1C
 : -0.3, -15
- O=C(Nc1ccccc1)c1cc(S(=O)(=O)Nc2ccccn2)ccc1Br
 : -0.1, 5
- CCc1cc(C)cc(OCC(O)Cn2cnc3ccccc32)c1 (centres undefined)
 : 3.5, -3
- Cc1ccc(S(=O)(=O)N[C@@H]2C=C[C@@H](CC(=O)NCCc3ccncc3)O[C@@H]2CO)cc1
 : -0.1, 0
- C[C@H](NC(=O)N(C)C[C@@H]1OCc2ccccc2-c2ccccc2C(=O)N([C@@H](C)CO)C[C@@H]1C)c1ccccc1
 : x, 3
- c1nc(NCC2CCCO2)c2sc3nc(N4CCCCC4)c4c(c3c2n1)CCCC4 (centres undefined)
 : 3.0, -10
- O=C(Nc1cccc(F)c1)N[C@@H]1CC[C@H](CCNS(=O)(=O)c2cccc(Cl)c2)O[C@H]1CO
 : -0.6, -17
- C[C@@H]1CN([C@@H](C)CO)C(=O)Cc2cc(NC(=O)Cc3cn(C)c4ccccc34)ccc2O[C@H]1CN(C)Cc1ccc(C(F)(F)F)cc1
 : -1.7, x
- CO[C@H]1CN(C)C(=O)c2cc(NC(=O)C3CCOCC3)ccc2OC[C@H](C)N(C(=O)c2ccccc2)C[C@H]1C
 : 0.1, 6
- COc1ccc(NC(=O)Nc2ccc3c(c2)CC(=O)N([C@@H](C)CO)C[C@@H](C)[C@@H](CN(C)S(C)(=O)=O)O3)cc1
 : 2.1, x
- COC(=O)C[C@H]1C=C[C@H](NS(=O)(=O)c2ccccc2F)[C@@H](CO)O1
 : 1.1, -15
- C[C@@H]1CN([C@H](C)CO)C(=O)CCCn2nncc2CO[C@@H]1CN(C)Cc1ccc2c(c1)OCO2
 : x, 4
- C[C@H]1CN([C@@H](C)CO)C(=O)c2cccc(NC(=O)c3nc4ccccc4s3)c2O[C@@H]1CN(C)CC1CC1
 : 1.1, -2

Entries of single compounds from above. Values in the order: IDH1 mut inh	EZH2 inh
`CO[C@H]1CN(C)C(=O)c2cc(NC(=O)C3CCOCC3)ccc2OC[C@H](C)N(C(=O)c2ccccc2)C[C@H]1C` is listed with 0.1	6
`c1nc(NCC2CCCO2)c2sc3nc(N4CCCCC4)c4c(c3c2n1)CCCC4` (centres undefined) is listed with 3.0	-10
`C[C@H](NC(=O)N(C)C[C@@H]1OCc2ccccc2-c2ccccc2C(=O)N([C@@H](C)CO)C[C@@H]1C)c1ccccc1` is listed with x	3
`C[C@@H]1CN([C@H](C)CO)C(=O)CCCn2nncc2CO[C@@H]1CN(C)Cc1ccc2c(c1)OCO2` is listed with x	4

Next records follow:
Values run as follows: IDH1 mut inh, EZH2 inh
- Cc1noc(C)c1S(=O)(=O)N(C)C[C@H]1Oc2ccc(NC(=O)Nc3ccc(F)cc3)cc2CC(=O)N([C@@H](C)CO)C[C@@H]1C
 : 1.2, x
- CC(C)NC(=O)Nc1ccc2c(c1)C(=O)N([C@@H](C)CO)C[C@@H](C)[C@@H](CN(C)C(=O)Nc1ccc(C(F)(F)F)cc1)O2
 : x, -27
- CO[C@@H]1CN(C)C(=O)c2ccc(NC(=O)Nc3cccc(F)c3)cc2OC[C@H](C)N(C(C)=O)C[C@@H]1C
 : 0.0, -3
- Cc1cc(C(=O)Nc2cccc3c2O[C@H](CN(C)S(=O)(=O)c2cn(C)cn2)[C@H](C)CN([C@H](C)CO)C3=O)n(C)n1
 : -1.0, x
- Cc1ccc(NC(=O)COc2ccccc2)c(NC(=O)c2ccccc2C)c1
 : 0.1, 2
- C[C@@H]1CCCCO[C@H](CN(C)C(=O)Nc2ccc(F)cc2)[C@H](C)CN([C@H](C)CO)C(=O)c2cc(NS(=O)(=O)c3ccccc3)ccc2O1
 : 1.3, x
- C[C@H](CO)N1C[C@H](C)[C@@H](CN(C)C(=O)Nc2ccccc2F)Oc2ncc(Br)cc2C1=O
 : x, 2
- C/C=C/c1ccc2c(c1)O[C@@H](CN(C)S(=O)(=O)c1ccccc1)[C@@H](C)CN([C@@H](C)CO)S2(=O)=O
 : -23, 10
- O=C1NC(Cc2c[nH]c3ccccc23)C(=O)N2CCCC12 (centres undefined)
 : 0.1, -6
- C[C@H](CO)N1C[C@H](C)[C@H](CN(C)C(=O)C2CCC2)Oc2ncc(C#Cc3cccc(F)c3)cc2C1=O
 : 0.1, x
- C[C@@H]1CCCCO[C@@H](CN(C)Cc2ccc(C(=O)Nc3ccccc3N)cc2)[C@@H](C)CN([C@H](C)CO)C(=O)c2cc(NC(=O)C3CCCCC3)ccc2O1
 : x, -16
- CCCC#Cc1ccc2c(c1)O[C@H](CN(C)C(=O)C1CCCCC1)[C@H](C)CN([C@H](C)CO)S2(=O)=O
 : x, -36
- COc1ccc(S(=O)(=O)N(C)C[C@H]2OCCCC[C@H](C)Oc3ccc(NC(=O)c4ccncc4)cc3C(=O)N([C@H](C)CO)C[C@H]2C)cc1
 : 1.5, x
- O=C(NCCCN1CCCC1=O)c1cccnc1
 : 0.0, -13
- CC(C)CC#Cc1cnc2c(c1)C(=O)N([C@@H](C)CO)C[C@@H](C)[C@@H](CN(C)Cc1cccc(F)c1)O2
 : -0.6, x

Continuation:
molecule	IDH1 mut inh	EZH2 inh
C[C@@H]1CN([C@H](C)CO)C(=O)c2cc(NC(=O)C3CCCCC3)ccc2O[C@H]1CN(C)C(=O)Nc1ccc(C(F)(F)F)cc1	-1.1	-18
FC(F)(F)c1ccc(C2=NCCc3sccc32)cc1	-0.9	-6
CO[C@@H]1CC[C@H]2CCOc3c(C#N)cccc3C(=O)N(C)C[C@H](c3ccccc3)CC(=O)N(C)C[C@@H]1O2	-0.3	7
CO[C@@H]1CN(C)C(=O)c2ccc(NC(C)=O)cc2OC[C@H](C)N(Cc2cccnc2)C[C@@H]1C	0.1	-1
COc1ccc(NC(=O)Nc2ccc3c(c2)C(=O)N([C@H](C)CO)C[C@H](C)[C@@H](CN(C)Cc2ccncc2)O3)cc1	x	0
CN1CCN(CCCn2c(-c3ccccc3)cn3c4ccccc4nc23)CC1	0.1	-27
Cc1ccccc1-c1ccc2c(c1)O[C@H](CN(C)C(=O)C1CC1)[C@H](C)CN([C@@H](C)CO)S2(=O)=O	0.2	-13
O=C(C[C@@H]1CC[C@H](NC(=O)c2ccc3c(c2)OCO3)[C@H](CO)O1)NCc1ccc(F)cc1	-0.2	0
COc1ccccc1-c1cnc2c(c1)C(=O)N([C@@H](C)CO)C[C@@H](C)[C@@H](CN(C)Cc1cccc(F)c1)O2	-0.1	x
C[C@@H]1CN([C@@H](C)CO)C(=O)c2cc(-c3cncnc3)cnc2O[C@H]1CN(C)C(=O)Cc1ccccn1	-0.1	-17
CC(C)C#Cc1ccc2c(c1)O[C@H](CN(C)C(=O)CN(C)C)[C@@H](C)CN([C@H](C)CO)S2(=O)=O	1.0	1
CCOC(=O)C(Sc1cc(C)nc(N)n1)C(C)=O (centres undefined)	0.0	5
COc1ccc(CN(C)C[C@@H]2Oc3ccc(NC(=O)CCN4CCOCC4)cc3C(=O)N([C@H](C)CO)C[C@H]2C)cc1	1.9	-7
CN1CCN(C(=O)C[C@H]2CC[C@H](NS(=O)(=O)c3cccc(F)c3)[C@@H](CO)O2)CC1	-0.2	6
Cc1cccc(NC(=O)CSc2nnc(-c3ccc(N)cc3)n2C)c1	0.0	-6
CCCN(C)C[C@@H]1Oc2ncc(-c3cccc(C(=O)N(C)C)c3)cc2C(=O)N([C@@H](C)CO)C[C@@H]1C	0.1	-8
C[C@H](CO)N1C[C@H](C)[C@H](CN(C)C(=O)Nc2ccc(F)cc2)Oc2cc(-c3ccc(F)cc3)ccc2S1(=O)=O	3.8	-12
C[C@@H]1CN([C@H](C)CO)C(=O)c2cc(NC(=O)CCCN(C)C)ccc2O[C@@H]1CN(C)C(=O)Nc1cccc2ccccc12	-1.4	-4
CO[C@H]1CN(C)C(=O)c2ccc(NC(=O)NC(C)C)cc2OC[C@H](C)N(C(=O)CN(C)C)C[C@@H]1C	-0.1	-5
COc1ccc2cc(Br)ccc2c1CC(=O)Nc1cccnc1	0.7	x
COCC(=O)Nc1ccc2c(c1)[C@@H]1C[C@@H](CC(=O)N[C@@H](C)c3ccccc3)O[C@H](CO)[C@@H]1O2	0.0	-4
COc1ccc(-c2cnc3c(c2)C(=O)N([C@@H](C)CO)C[C@@H](C)[C@@H](CN(C)C(=O)Cc2cccnc2)O3)cc1	0.4	-13
C[C@@H]1C=C(C(=O)N2CCCCCCC2)O[C@H](OCc2ccc(CO)cc2)C1	x	3
CC(C)NC(=O)Nc1ccc2c(c1)C(=O)N([C@@H](C)CO)C[C@@H](C)[C@H](CN(C)C(=O)Cc1ccccc1)OCCCC[C@H](C)O2	0.8	-46
C[C@H](CO)N1C[C@H](C)[C@@H](CN(C)Cc2ccc(Cl)c(Cl)c2)Oc2ccc(NC(=O)CCCN(C)C)cc2CC1=O	5.5	-44
C[C@@H]1CN([C@H](C)CO)C(=O)c2cc(NC(=O)CCN3CCOCC3)ccc2O[C@@H]1CN(C)C(=O)Nc1ccccc1	2.4	x
Cc1cc(Oc2nc3cc(Cl)ccc3s2)c2cc(Cl)ccc2n1	0.5	x
Cc1noc(C)c1NC(=O)N(C)C[C@@H]1OCCCC[C@H](C)Oc2ccc(NC(=O)Cc3ccccc3)cc2C(=O)N([C@H](C)CO)C[C@@H]1C	-0.4	x
C[C@H]1CN([C@@H](C)CO)C(=O)c2cccc(NS(=O)(=O)c3cn(C)cn3)c2O[C@H]1CN(C)Cc1ccc(Cl)c(Cl)c1	-0.2	-4
CO[C@H]1CN(C)C(=O)c2cc(NC(=O)Nc3ccc(Cl)cc3)ccc2OC[C@@H](C)NC[C@@H]1C	0.1	-10
CCOC(=O)Oc1c(OC)cc(C(=O)O[C@@H]2C[C@@H]3CN4CCc5c([nH]c6cc(OC)ccc56)[C@H]4C[C@@H]3[C@H](C(=O)OC)[C@H]2OC)cc1OC	0.3	-27
C[C@H]1CN([C@@H](C)CO)S(=O)(=O)c2ccc(C#Cc3cccnc3)cc2O[C@H]1CN(C)CC1CC1	x	-13
O=C(O)C[C@H]1CC[C@H](NC(=O)c2ccncc2)[C@@H](CO)O1	-0.1	1
CCn1cnc2cc(NCc3nc4ccccc4n3C)ccc21	0.4	-27
Cc1ccc(S(=O)(=O)N(C)C[C@H]2Oc3cc(C#Cc4ccncc4)ccc3S(=O)(=O)N([C@@H](C)CO)C[C@H]2C)cc1	-0.6	1
C[C@@H]1CN([C@H](C)CO)C(=O)c2cccc(N(C)C)c2O[C@@H]1CN(C)C(=O)Nc1ccc(C(F)(F)F)cc1	-9.2	3
CN1CCN(C(=S)SCC(=O)Nc2nc(=O)c3ccccc3s2)CC1	-1.4	-4

Screening data as filed in PubChem BioAssay.

An excerpt. The share of hits here may be higher or lower than overall.
